G6PDH counter = L. mesenteroides G6PDH inhibitors, counter-screen for G6PDH-coupled screening assays, biochemical, Leuconostoc mesenteroides enzyme; Purified L. mesenteroides G6PDH, diaphorase/resazurin coupled fluorescence, 45 min; inhibition, % at 5 µM; 0.12% of 200,000 active; AID 1020, 2008; in the data active = inhibition above about 50%
FLuc act counter = FLuc activators, initial screening, artefact control for FLuc-dependent activation tests, biochemical, ATPlite luminescence; 200,000 tested, under 10 active; activation factor at 10 µM; ATPlite luciferase biochemical, 10 min; 0 = ATP-free wells, 1 = DMSO control; Luciferin 4-monooxygenase (Photinus pyralis), P08659;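 active = luciferase activation factor, scaled between plate controls, of at least 2 with compound at 10 µM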
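System: luciferase plus luciferin reagent, cell-free; medium: PBS as buffer for the ATP substrate; dosing: test compounds dosed from 2 mM stocks in 100% DMSO; timing: 10 min post-reagent at room temperature; measured by: luminescence measurement of luciferase light output; evaluation: luciferase activation, seen as luminescence increase over controls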
NF-kB neuron act = activators of NF-kB expression in neurons, primary screen, cell-based, HTS; AID 1239, 2008; fold change at 12.5 µM; human neuronal cells, NF-kB reporter expression; stronger effect = higher value; 1.6% of 190,000 active; in the data active = fold change above about 3.3
STAT1 act = STAT1 signaling activators, primary screen, cell-based, HTS, luciferase reporter; activation (% of control), % at 5.5 µM; AID 932, 2007; NIH 3T3 STAT1-luciferase reporter, IFN-gamma, luminescence; 100% = IFN-gamma alone, no compound; 2.6% of 200,000 active;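 active = activation above the screen-wide mean activation plus 3 SD, cut at about 130% in these data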;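 note: raw ratio to IFN-gamma control signal so 100% means no change and 0% no light; values of inactives mirror those of a sister screen read the other way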
FLuc inh counter = firefly luciferase enzyme inhibitors, primary screen, artefact control for luciferase-based inhibitor screens, biochemical, luminescence, ATPLite; Luciferin 4-monooxygenase (Photinus pyralis), P08659; 10 min; inhibition, % at 10 µM; 1.5% of 200,000 active;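 active = inhibition above about 50% when tested at 10 µM, limit read from the data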
Diaph inh CS = diaphorase inhibitors and chemical oxidizers, primary screen, counter-screen for diaphorase-coupled primary assays, biochemical, uHTS, resorufin fluorescence | inhibition, % at 20 µM | AID 1217, 2008 | 0.69% of 190,000 active | diaphorase resazurin-to-resorufin fluorescence, NADH, 16 min; bacterial (C. kluyveri) enzyme, not human;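 active = primary screen inhibition at 20 µM above a set limit, cut at about 50% in these data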;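 note: plate controls were DMSO with full reaction for no effect and wells lacking NADH for full effect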
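Assay system: diaphorase enzyme from Clostridium kluyveri. Quantity: enzyme working solution with 0.14 U/mL diaphorase. Schedule: reaction incubation of 16 min at room temperature. Technique: resorufin fluorescence, excitation 544 nm, emission 590 nm. Controls: No-NADH positive control and DMSO neutral control.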
TLR4-MyD88 BLA = inhibitors of TLR4-MyD88 association in cells, primary screen, cell-based, HeLa CL3-4, BLA complementation, FRET ratio | Toll-like receptor 4 (Homo sapiens) + Myeloid differentiation primary response protein … | inhibition, % at 8.4 µM | HeLa CL3-4 TLR4/MyD88 BLA complementation | AID 861, 2007 | 0.18% of 200,000 active; in the data active = inhibition above about 25%;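 note: 0% = vehicle and 100% = reference inhibitor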
Target sequence (O00206 whole entry, looked up): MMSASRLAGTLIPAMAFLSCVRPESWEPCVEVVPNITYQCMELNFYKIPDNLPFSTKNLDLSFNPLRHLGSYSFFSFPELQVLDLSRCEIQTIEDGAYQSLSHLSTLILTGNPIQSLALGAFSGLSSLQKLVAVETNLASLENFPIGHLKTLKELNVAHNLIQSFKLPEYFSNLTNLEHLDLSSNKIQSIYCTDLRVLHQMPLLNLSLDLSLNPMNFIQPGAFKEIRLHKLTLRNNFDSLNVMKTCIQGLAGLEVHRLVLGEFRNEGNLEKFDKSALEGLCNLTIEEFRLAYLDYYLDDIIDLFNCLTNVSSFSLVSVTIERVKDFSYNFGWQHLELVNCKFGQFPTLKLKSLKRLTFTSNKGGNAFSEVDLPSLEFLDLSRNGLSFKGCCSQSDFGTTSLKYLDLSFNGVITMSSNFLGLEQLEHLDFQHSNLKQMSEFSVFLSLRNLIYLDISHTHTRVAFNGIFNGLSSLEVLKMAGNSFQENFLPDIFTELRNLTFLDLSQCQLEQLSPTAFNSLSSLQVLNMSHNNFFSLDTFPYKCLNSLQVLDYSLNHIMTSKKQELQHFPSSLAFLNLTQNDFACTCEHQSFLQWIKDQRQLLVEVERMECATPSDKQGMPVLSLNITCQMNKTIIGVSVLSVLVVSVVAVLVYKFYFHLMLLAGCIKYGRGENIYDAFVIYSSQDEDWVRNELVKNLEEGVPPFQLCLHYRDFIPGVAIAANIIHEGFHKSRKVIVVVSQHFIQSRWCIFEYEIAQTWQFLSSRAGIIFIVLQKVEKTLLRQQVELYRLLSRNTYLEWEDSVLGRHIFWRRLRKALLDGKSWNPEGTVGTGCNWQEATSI
Target sequence (Q99836 whole entry, looked up): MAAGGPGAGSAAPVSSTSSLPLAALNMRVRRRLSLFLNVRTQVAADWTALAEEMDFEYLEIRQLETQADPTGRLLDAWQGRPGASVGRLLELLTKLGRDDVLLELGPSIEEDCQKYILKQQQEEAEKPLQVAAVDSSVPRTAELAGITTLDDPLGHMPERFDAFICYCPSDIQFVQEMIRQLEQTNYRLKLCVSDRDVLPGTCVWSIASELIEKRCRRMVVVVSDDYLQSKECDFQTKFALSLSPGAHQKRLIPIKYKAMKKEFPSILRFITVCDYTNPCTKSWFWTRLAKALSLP
APP 5'UTR act = activators of APP 5'UTR luciferase reporter, primary screen, SH-SY5Y cells; SH-SY5Y APP 5'UTR luciferase reporter, luminescence; zero percent = DMSO vehicle wells; AID 1276, 2008; 1% of 190,000 active; activation, % at 2 µM;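 active = activation above a set limit, based on mean plus 3 SD of controls, cut at about 140% in these data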; note: values of inactives mirror those of a sister screen read the other way
Diaph act CS = compounds boosting diaphorase resazurin reduction – biochemical, uHTS, resorufin fluorescence, counter-screen for diaphorase-coupled primary assays, primary screen; AID 1229, 2008; 0.005% of 190,000 active; activation factor at 20 µM; Diaphorase/resazurin coupled assay, 16 min; stronger effect = higher value; 1 = vehicle wells, 0 = NADH-free wells;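 active = diaphorase activity raised at least twofold by the compound at 20 µM; inactive = activation factor below 2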
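Material: purified diaphorase enzyme from Clostridium kluyveri; Also added: 0.114 mM NADH and 0.1 mM resazurin, final amounts; Doses: single compound dose of 20 µM, 1% DMSO final; Times: 16 min enzyme reaction, ambient temperature; Detection: resorufin fluorescence, excitation 544 nm, emission 590 nm; Measure: increased resorufin signal from activators or reducing compounds.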
APP 5UTR inh = inhibitors of APP translation via 5'UTR reporter, primary screen, APP 5'UTR luciferase, SH-SY5Y cells; SH-SY5Y APP 5'UTR-luciferase reporter, luminescence; inhibition, % at 2 µM; 0.82% of 190,000 active; AID 1285, 2008;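 active = inhibition above a set limit, derived from the sample mean plus 3 SD, cut at about 45% in these data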; note: values of inactives mirror those of a sister screen read the other way
Numbers without * were called inactive; x = not tested or not shown. Compounds were not picked by outcome; any-hit rate near 5.6%.

SMILES | G6PDH counter | FLuc act counter | NF-kB neuron act | STAT1 act | FLuc inh counter | Diaph inh CS | TLR4-MyD88 BLA | APP 5'UTR act | Diaph act CS | APP 5UTR inh
C/C(=N\NC(=O)c1ccccc1O)c1cccs1 | 4 | 0.1 | 3.6* | 114 | 92* | 5 | -7 | 107 | 1 | -107
COc1ccc(CCNC2=C(Cl)C(=O)N(CCc3ccc(OC)c(OC)c3)C2=O)cc1OC | 2 | 1.1 | 0.45 | 96 | -6 | 21 | -3 | 0 | 0.8 | 0
COC(=O)c1c(CSc2cccc(C)c2)noc1C(=O)NCc1ccco1 | 0 | 1 | 1.1 | 97 | -2 | 29 | -24 | 5 | 0.7 | -5
Cc1cc(-c2ccc([N+](=O)[O-])cc2)nc2ccccc12 | 2 | 1.1 | 1.8 | 116 | -8 | -6 | -8 | 39 | 1.1 | -39
COCc1cc(C)n(CC(=O)Nc2cccc(C)c2)c(=O)c1C#N | 3 | 1.1 | 1.4 | 88 | -10 | 10 | 10 | 8 | 0.9 | -8
Cc1cccc(-n2nnc3c(=O)n(CC(=O)Nc4cc(C)on4)cnc32)c1 | 3 | 1.1 | 1.4 | 97 | -5 | 7 | -5 | -10 | 0.9 | 10
COCCOc1cc(-n2cccc2)c(Cl)cc1Cl | 2 | 1 | 1.7 | 105 | -3 | 6 | -15 | 2 | 0.9 | -2
Cc1nc2ccc(NC(=S)NCCCO)cc2nc1C | 56* | 1 | 1.3 | 108 | -1 | 25 | -2 | 17 | 0.7 | -17
Brc1ccc(CSc2nnc3ccccn23)cc1 | 0 | 1 | 1.6 | 116 | -4 | -3 | 7 | 13 | 1 | -13
CCOC(=O)C(C)Sc1ncc(-c2ccc(Cl)cc2)cn1 (stereo unspecified) | 5 | 1 | 1.1 | 96 | 0 | -8 | -12 | 18 | 1.1 | -18
Cc1cccc(C)c1NC(=O)CSc1cc(C(=O)c2nccn2C)c2ccccc2n1 | 2 | 1 | 1.3 | 97 | -3 | 10 | -5 | -10 | 0.9 | 10
O=c1c(-c2nnc(SCc3ccc(Cl)c(Cl)c3)o2)cccn1Cc1ccccc1 | 11 | 1.1 | 1 | 99 | -9 | 5 | -4 | 10 | 0.9 | -10
Cn1c(SCC#N)nnc1-c1cnccn1 | 0 | 1 | 1.3 | 89 | -3 | -1 | -7 | 3 | 1 | -3
O=C(O)CCCC(=O)N1CCC(C(O)(c2ccccc2)c2ccccc2)CC1 | 11 | 1 | 1.1 | 98 | -4 | -9 | 3 | -9 | 1.1 | 9
FC(F)(F)c1cc(-c2ccco2)nc(NCc2cccs2)n1 | 18 | 1 | 1.1 | 95 | -5 | 15 | -8 | 5 | 0.8 | -5
COc1ccc(N(C)S(=O)(=O)c2cccc(C(=O)NCC3CCCO3)c2)cc1 (stereo unspecified) | -2 | 1 | 0.89 | 99 | -1 | 9 | -2 | -6 | 0.9 | 6
Cc1nc(C(=O)O)nn1-c1cc(Cl)ccc1Cl | 1 | 1 | 0.86 | 104 | -3 | 11 | -1 | -1 | 0.9 | 1
Cc1cccc(CC2S/C(=N/N=C/c3ccco3)N(c3ccccc3)C2=O)c1 (stereo unspecified) | -1 | 1 | 1.4 | 104 | 0 | 9 | -7 | 7 | 0.9 | -7
COC(=O)C1=C(C)Nc2nnnn2C1c1cccnc1 (stereo unspecified) | 6 | 1 | 1 | 101 | 1 | -13 | 8 | 4 | 1.1 | -4
COc1ccc(NC(=O)c2[nH]ncc2[N+](=O)[O-])cc1 | 4 | 1 | 1.5 | 116 | 5 | -5 | 1 | -4 | 1.1 | 4

Reformatted: 3 of the compounds above.
Cc1cccc(-n2nnc3c(=O)n(CC(=O)Nc4cc(C)on4)cnc32)c1
  G6PDH counter = 3	FLuc act counter = 1.1	NF-kB neuron act = 1.4	STAT1 act = 97	FLuc inh counter = -5	Diaph inh CS = 7	TLR4-MyD88 BLA = -5	APP 5'UTR act = -10	Diaph act CS = 0.9	APP 5UTR inh = 10
COCCOc1cc(-n2cccc2)c(Cl)cc1Cl
  G6PDH counter = 2	FLuc act counter = 1	NF-kB neuron act = 1.7	STAT1 act = 105	FLuc inh counter = -3	Diaph inh CS = 6	TLR4-MyD88 BLA = -15	APP 5'UTR act = 2	Diaph act CS = 0.9	APP 5UTR inh = -2
Cc1nc2ccc(NC(=S)NCCCO)cc2nc1C
  G6PDH counter = 56*	FLuc act counter = 1	NF-kB neuron act = 1.3	STAT1 act = 108	FLuc inh counter = -1	Diaph inh CS = 25	TLR4-MyD88 BLA = -2	APP 5'UTR act = 17	Diaph act CS = 0.7	APP 5UTR inh = -17

Going on with the list:
SMILES | G6PDH counter | FLuc act counter | NF-kB neuron act | STAT1 act | FLuc inh counter | Diaph inh CS | TLR4-MyD88 BLA | APP 5'UTR act | Diaph act CS | APP 5UTR inh
O=C(CN1CCN(c2ccccc2)CC1)Nc1ccccc1C(F)(F)F | 6 | 1 | 0.81 | 103 | -3 | 12 | 1 | 30 | 0.9 | -30
COc1ccc(CNc2nc(-c3cccnc3)nn2C(=O)c2ccco2)cc1 | 11 | 1 | 1.2 | 107 | -1 | 17 | 4 | 16 | 0.8 | -16
O=C(CSCc1c(Cl)cccc1Cl)Nc1ccccc1-c1ccccc1 | 18 | 1 | 1.3 | 99 | -3 | 15 | -7 | -14 | 0.9 | 14
O=C(c1ccco1)N1CCN(C(=O)C2CCN(S(=O)(=O)c3cccs3)CC2)CC1 | 4 | 1 | 0.65 | 99 | -3 | 3 | 0 | -12 | 1 | 12
CCC(C)/C(C)=N/NC(=O)c1ccccc1OCCOc1ccccc1 (stereo unspecified) | -3 | 1 | 1.1 | 97 | -3 | 31 | -4 | 17 | 0.7 | -17
Cc1c(C(=O)NCc2cccnc2)oc2ccc(S(=O)(=O)N3CC(C)CC(C)C3)cc12 (stereo unspecified) | 17 | 1 | 1.1 | 96 | -2 | -1 | -7 | 3 | 1 | -3
CC1=Cc2ccccc2C(C#N)N1C(=O)c1ccccc1 (stereo unspecified) | 8 | 1 | 0.96 | 103 | -2 | -4 | -10 | -1 | 1 | 1
O=C(c1cn(-c2ccccc2)nc1-c1ccccc1)N1CCOCC1 | 6 | 1 | 1.1 | 94 | 1 | 5 | -10 | 4 | 0.9 | 16
COc1ccc(C(CC(=O)O)n2cnnn2)cc1 (stereo unspecified) | 3 | 1.1 | 1.3 | 102 | -8 | 15 | 3 | 20 | 0.9 | -20
CC(Oc1ccc(C#N)cc1)C(=O)c1ccc(F)c(F)c1 (stereo unspecified) | -1 | 1 | 1.1 | 97 | -1 | 6 | 6 | -14 | 0.9 | 14
COc1ccc(N2CSC3=C(C#N)C(c4ccc(OC)c(OC)c4)CC(=O)N3C2)c(OC)c1 (stereo unspecified) | 43 | 1 | 1.2 | 93 | 0 | 58* | 8 | 1 | 0.4 | -1
Cc1ccc(NC2=NCC(Cc3ccc(Br)cc3)S2)cc1 (stereo unspecified) | 5 | 1.1 | 0.88 | 93 | -8 | 7 | -11 | 15 | 0.9 | -15
O=C(/C=C/c1cccc([N+](=O)[O-])c1)N1CCN(c2ccc(F)cc2)CC1 | 0 | 1.1 | 0.94 | 90 | -9 | 6 | -10 | -13 | 0.9 | 12
CC(C)(C)n1nnnc1C(c1cccnc1)N1CCOCC1 (stereo unspecified) | 12 | 1 | 1 | 100 | -4 | 16 | -11 | 0 | 0.8 | 0
O=C(Cc1ccc(Cl)cc1)NCCCn1ccnc1 | -8 | 1 | 1.2 | 99 | 3 | 6 | 14 | 5 | 0.9 | -5
CCOC(=O)N1CCC(NC(=O)c2ccc3c(c2)N(C)CCS3)CC1 | 8 | 1 | 1.1 | 97 | 4 | 8 | 0 | -29 | 0.9 | 29
CN(CC(=O)N1CC(=O)N(CCc2ccccc2)C(=O)C1)S(=O)(=O)c1cccc2nsnc12 | 1 | 1.1 | 1 | 99 | -8 | 12 | 2 | 8 | 0.9 | -8
O=C(CNCc1ccncc1)Nc1cc(S(=O)(=O)N2CCCCC2)ccc1Cl | 12 | 1.1 | 1 | 102 | -6 | 8 | -11 | 14 | 0.9 | -14
O=C(NCc1ccco1)c1cccc(NS(=O)(=O)c2ccccc2F)c1 | 9 | 1.1 | 0.9 | 97 | -6 | 11 | -7 | -1 | 0.9 | 1
O=C(COC(=O)Cn1cnc2ccccc21)Nc1ccc2c(c1)C(=O)c1ccccc1C2=O | 13 | 1 | 2 | 118 | 2 | 10 | -10 | 58 | 0.9 | -58
FC(F)(F)c1cccc(N2CCN(C(=S)NC3CCCC3)CC2)c1 | -4 | 1.1 | 0.59 | 95 | -5 | 9 | 1 | 9 | 0.9 | -9
COc1ccc(S(=O)(=O)N2CCCN(S(=O)(=O)c3ccc(OC)c(C)c3)CC2)cc1C | 7 | 1 | 0.95 | 88 | 0 | 7 | 7 | 0 | 0.9 | 0
Cc1cc(N2CCOCC2)ccc1/C=C1\SC(=O)N(C(C)C)C1=O | 3 | 0.6 | 0.71 | 120 | 36 | 10 | 16 | 16 | 0.9 | -16
COc1ccc(-c2noc(-c3cccnc3)n2)cc1OC | 1 | 0.8 | 1.8 | 140* | 19 | 15 | -19 | 36 | 0.8 | -36
Cc1ccc(S(=O)(=O)N2CCC(=O)N(CCOC(=O)Nc3cc(C)cc(C)c3)CC2)cc1 | 16 | 1 | 1.2 | 97 | -3 | 24 | -10 | 4 | 0.8 | -4
COC(=O)C1C(=O)CC(C)(O)C(C(=O)OC)C1c1ccc2c(c1)OCO2 (stereo unspecified) | -12 | 1 | 1.1 | 100 | 1 | -3 | 2 | 16 | 1 | -16
CNC(=O)c1nc(C)n(-c2cc(Cl)ccc2Cl)n1 | 8 | 1.1 | 1.1 | 95 | -8 | -5 | 4 | 1 | 1.1 | -1
CCOC(=O)CSC(CC)C(=O)Nc1nnc(C(C)C)s1 (stereo unspecified) | 0 | 1 | 0.94 | 104 | -3 | 18 | 0 | 7 | 0.8 | -7
O=C(ON=C1CCSCC1)c1ccccc1 | x | x | x | 102 | x | x | -9 | -3 | x | 2
O=C(NCC1CCCO1)C1CCC(=O)N1Cc1ccccc1Cl (stereo unspecified) | 3 | 1 | 1 | 94 | -1 | 5 | -11 | x | 1 | x
c1ccc(CN2CCOCC2)cc1 | 2 | 1.1 | 1.5 | 101 | -6 | 7 | -7 | 15 | 0.9 | -15

Assay outcomes deposited in PubChem by several laboratories.
